H9c2 protect = cardioprotection against H2O2-induced cell death, primary screen, uHTS, H9c2 cells, ATPLite luminescence; H9c2 cardiomyocytes, H2O2 injury protection, 2 h; 360,000 compounds, 0.63% hits; protection from H2O2 cell death, % at 20 µM; AID 588492, 2011;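 active = compounds giving at least 50% protection of heart cells from peroxide-induced death in the single-dose screen, raw or plate-pattern-corrected value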;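 also: 0% = DMSO wells with peroxide and 100% = DMSO wells without peroxide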
HTR2A ag = mouse Htr2a agonists via beta-arrestin recruitment, primary screen, cell-based, luminescence. activation, % at 7.6 µM. AID 624169, 2012. 5-hydroxytryptamine receptor 2A (Mus musculus), P35363. CHO-K1 mHTR2A beta-arrestin complementation; percent of 30 µM serotonin response. 360,000 compounds, 0.66% hits;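 active = activation above a run cutoff, the mean activation of all tested compounds plus 3 SD, cut at about 14% in these data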;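 also: 0% = plate median of compound wells and 100% = 30 µM serotonin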
CaV13 ICDI inh = Primary screen for inhibitors of IQ motif and Ca2+-dependent inactivation inhibitor domain binding in CACNA1D, Förster resonance energy transfer in living cells, …; HEK cells, CFP/YFP FRET ICDI-IQ, plate reader, 10 min; percent FRET-ratio fall versus neutral wells; AID 743397; 340,000 compounds, 0.098% hits; inhibition, % at 12.3 µM;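 active = mean replicate inhibition of at least 30% and at least 1% of replicates passing that level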;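 also: 0% = median of the neutral control wells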
MC4R antag cAMP = MC4R antagonists of cAMP signaling, primary screen, cell-based, TR-FRET, antagonist arm of biased-ligand search. MC4R-expressing cells, MTII-stimulated cAMP, LANCE TR-FRET. inhibition, % at 6.5 µM. Melanocortin receptor 4 (Homo sapiens), P32245. 360,000 compounds, 0.48% hits;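 active = inhibition above its plate's cutoff, the mean of tested wells on that plate plus 3 SD, cut at about 29% in these data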;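 also: 0% = Melanotan II alone and 100% = Melanotan II plus saturating MCL0020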
Target sequence (P32245 whole entry, looked up): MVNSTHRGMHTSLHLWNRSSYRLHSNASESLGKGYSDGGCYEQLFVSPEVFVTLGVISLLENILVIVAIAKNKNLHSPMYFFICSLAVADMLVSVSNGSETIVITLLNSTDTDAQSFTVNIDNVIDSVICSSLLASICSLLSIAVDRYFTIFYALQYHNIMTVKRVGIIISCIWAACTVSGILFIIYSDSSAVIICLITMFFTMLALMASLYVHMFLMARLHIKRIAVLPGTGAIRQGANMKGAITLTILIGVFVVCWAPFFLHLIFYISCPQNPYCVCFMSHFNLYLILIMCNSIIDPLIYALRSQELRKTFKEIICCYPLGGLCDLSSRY
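Assay system: human MC4R-expressing U2OS cells; reagent: Melanotan II stimulation of cells; dosing: 6.5 µM single dose; timing: compound 30 min, challenge 1 h, detection 1 h; signal: TR-FRET cAMP assay; replicates: one well per compound, no replicates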
Vif inh = HIV Vif self-association inhibitors, primary screen, imaging, HEK293T, single point; AID 602346, 2012; HEK293T cells, Vif self-association by quenched fluorescence, 24 h; inhibition, % at 7.49 µM; 340,000 compounds, 0.35% hits; in the data active = inhibition above about 50%, passing the limit was not always enough; also: some results filed as inactive read as strong as hits
Glyco luc inh = increase of ERlucT glycosylation luciferase signal, primary screen, N-linked glycosylation inhibitor project, D54 ERlucT cells, luminescence, set 2. D54 ERlucT glycosylation luciferase reporter, 24 h; percent of 100 nM tunicamycin response. reporter increase, % at 12.5 µM. 360,000 compounds, 0.23% hits;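 active = mean luciferase reporter signal, scaled so untreated is 0 and the glycosylation-blocking control 100, at or above a set limit in every replicate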;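 also: luciferase carries N-glycosylation sites so blocking glycosylation raises the light; 0% = median of neutral control wells and 100% = median of 100 nM tunicamycin wells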
ABCB6 inh 2 = ABCB6 transporter inhibitors, primary screen, K562-ABCB6 cells, flow cytometry, MLPCN library. ATP-binding cassette sub-family B member 6 (Homo sapiens), Q9NP58. K562-ABCB6 porphyrin accumulation, 1 h; hits give low values. fluorescence ratio to DMSO, % at 10 µM. 360,000 compounds, 0.19% hits. AID 602162, 2011;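 active = fluorescence ratio to DMSO below 75%, the collection mean minus 3 SD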;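 also: signal is porphyrin accumulated inside mitochondria; 100% equals median channel fluorescence of DMSO control wells; lower ratio means ABCB6 inhibition with less porphyrin fluorescence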
aDG glyco up = activators of alpha-DG glycosylation, primary screen, uHTS, Pro5-aDG cells, AlphaScreen. alpha-DG glycosylation AlphaScreen (IIH6); 0% Pro5, 100% B10-LARGE cell signal. 360,000 compounds, 0.22% hits. activation, % at 10 µM. AID 624168, 2012;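 active = activation of at least 8% versus controls, or a plate z-score of at least 8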;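 also: Pro5 are CHO cells carrying HIG-tagged alpha-DG that lacks glycosylation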
PDI inh = inhibitors of human PDI, primary screen, biochemical, turbidity, single point, plate reader. Protein disulfide-isomerase (Homo sapiens), P07237. PDI insulin aggregation turbidity, A650, 90 min. inhibition, % at 10 µM. 350,000 compounds, 0.052% hits;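 active = mean inhibition across replicates of 30% or more, whatever share of single replicates reach that level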;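 also: absorbance from insulin aggregation driven by PDI reduction with DTT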
Target sequence (P07237 whole entry, looked up): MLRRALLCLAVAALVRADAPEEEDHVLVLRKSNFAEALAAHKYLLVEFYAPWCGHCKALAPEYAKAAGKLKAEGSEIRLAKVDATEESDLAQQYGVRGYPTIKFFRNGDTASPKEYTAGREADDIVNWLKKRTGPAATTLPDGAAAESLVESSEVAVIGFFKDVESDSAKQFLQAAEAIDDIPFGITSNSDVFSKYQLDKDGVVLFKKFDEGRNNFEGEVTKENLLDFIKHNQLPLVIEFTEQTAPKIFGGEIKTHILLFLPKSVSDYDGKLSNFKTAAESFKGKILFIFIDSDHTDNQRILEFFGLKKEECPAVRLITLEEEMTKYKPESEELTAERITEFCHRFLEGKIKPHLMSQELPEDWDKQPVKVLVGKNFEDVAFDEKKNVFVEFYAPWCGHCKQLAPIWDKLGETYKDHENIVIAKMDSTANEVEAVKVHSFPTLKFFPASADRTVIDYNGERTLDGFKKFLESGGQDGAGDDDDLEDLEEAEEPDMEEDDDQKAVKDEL
MC4R ag barr = MC4R agonists recruiting beta-arrestin, primary screen, cell-based, luminescence, agonist arm of biased-ligand search; U2OS MC4R beta-arrestin complementation; percent of melanotan II response, DMSO zero; AID 540308, 2011; Melanocortin receptor 4 (Homo sapiens), P32245; activation, % at 8.9 µM; 360,000 compounds, 0.98% hits;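 active = activation above a per-plate cutoff, the mean activation of sample wells on that plate plus 3 SD, cut at about 8% in these data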
An asterisk follows results filed as active; nt = not tested or not shown; & = joins results of further samples. Not all compounds are listed; count on the stated rates, not on these rows.

SMILES | H9c2 protect | HTR2A ag | CaV13 ICDI inh | MC4R antag cAMP | Vif inh | Glyco luc inh | ABCB6 inh 2 | aDG glyco up | PDI inh | MC4R ag barr
CCC(=Nc1ccccc1N)c1c(O)[nH]c(=O)[nH]c1=O | 7 | -1 | -2 | 3 | -4 | 2 | 100 | 0.0 | -20 | 0.1
CCC1=Nc2cc(C(=O)N3CCC4(CC3)OCCO4)ccc2Sc2ccc(C)cc21 | 6 | -5 | -2 | -4 | 4 | -2 | 102 | -0.1 | -5 | -0.5
O=C(c1cn(Cc2ccccc2)c2ccccc12)N1CCCCC1 | -13 | -1 | 0 | -3 | -5 | 0 | 93 | 0.2 | -2 | -2.5
CCOC(=O)[C@@]1(C#N)C(c2ccc(Cl)c(Cl)c2)[C@H](C(N)=O)N2C=C(C(C)=O)C=C[C@H]21 (some centres undefined) | 12 | 0 | nt | 0 | 2 | -5 | 89 | -0.1 | -8 | 0.0
CCOc1ccc(-n2c(O)c(C=NCCN(CC)CC)c(=O)[nH]c2=O)cc1 | 2 | -1 | -4 | -4 | -4 | 0 | 89 | -0.3 | 6 | 0.9
Cc1ccc(N/N=C/c2c(O)n(-c3ccccc3)c(=O)[nH]c2=O)cc1 | -9 | -4 | -5 | 16 | -5 | 5 | 98 | -0.1 | 3 | -1.9
CC1CCC(C)(NS(=O)(=O)OCC(Cl)(Cl)Cl)CC1 (centres undefined) | -6 | -3 | -4 | -6 | 8 | -6 | 88 | 0.0 | -2 | 1.5
COc1cc(/C=C2\C(=O)NC(=O)N(c3ccccc3)C2=O)cc(OC)c1O | 3 | -4 | -9 | -4 | nt | -1 | 102 | -0.3 | 0 | -1.1
O=C(N/N=C/c1c(O)n(C2CCCCC2)c(=S)[nH]c1=O)c1ccccc1 | 64* | -6 | -2 | 9 | -6 | 5 | 12* | -0.2 | 2 | 0.9
O=C1NC(=S)NC(=O)C1c1ccccc1 | 4 | 5 | -7 | 2 | 7 | 0 | 98 | -0.1 | -84 | -1.2
O=c1[nH]c(O)c(C=NCCc2ccccc2)c(=O)[nH]1 | -2 | 2 | -18 | 0 | 7 | 2 | 102 | -0.1 | -5 | -1.0
Nc1nonc1C(=O)N/N=C/c1ccc([N+](=O)[O-])o1 | 1 | -3 | -5 | -9 | -5 | 30* | 101 | 2.9 | -3 | -1.6
Cc1ccc(C2CC(=O)C(C=NCCN3CCN(C(=O)Cc4ccccc4)CC3)=C(O)C2)cc1 (centres undefined) | -2 | -5 | -6 | 0 | -3 | -1 | 96 | 0.1 | -4 | -1.0
C=CCn1c(O)c(C(C)=NCCC(c2ccccc2)c2ccccc2)c(=O)[nH]c1=O | 12 | -3 | -19 | 17 | -1 | 2 | 96 | 0.1 | -1 | -1.6
COc1cc2c(c(OC)c1OC)-c1ccc(O)c(=O)cc1[C@@H](N)CC2 | 5 | 4 | nt | 3 | -2 | -3 | 102 | -0.1 | nt | 0.2
CCOc1cc2c(cc1OCC)-n1cccc1C(c1ccccc1OC)NC2 (centres undefined) | -8 | 0 | -18 | 0 | -6 | 2 | 73* | 0.4 | -4 | 0.2
Cc1ccccc1-n1c(O)c(/C=N/c2nccs2)c(=O)[nH]c1=O | -3&-1 | 1&-2 | 0&-4 | 1&5 | 27&-2 | 2&3 | 103&95 | 0.5&0.2 | 6&7 | -2.8&-1.3
COc1ccccc1OCC(=O)N1CCCC(N2CCN(c3ccc(F)cc3)CC2)C1 (centres undefined) | 7 | -16 | -3 | 1 | 2 | 2 | 107 | 0.4 | -7 | -3.4
CCOC(=O)C1(CCc2ccccc2)CCN(C(C)CSC)CC1 (centres undefined) | -4 | -2 | -2 | 5 | -8 | -2 | 98 | 0.0 | -2 | -1.5
CC(C)NP(=O)(NC(C)C)OP(=O)(NC(C)C)NC(C)C | 12 | 0 | -5 | 0 | -18 | 2 | 103 | 0.1 | 4 | -1.4
CCN(CC)CCCC(C)N=C(c1ccccc1)c1c(O)n(C)c(=O)n(C)c1=O (centres undefined) | 12 | 2 | nt | 8 | 1 | -1 | 96 | -0.2 | -3 | -1.2
COC12CCC3(CC1C(C)(O)C(C)(C)C)[C@H]1Cc4ccc(OC5OC(C(=O)O)[C@@H](O)C(O)[C@H]5O)c5c4[C@@]3(CCN1CC1CC1)C2O5 (some centres undefined) | -3 | -3 | nt | 8 | -1 | 1 | 98 | -0.1 | -1 | -0.1
O=C1C(=O)N(c2ccccc2)P(=O)(N(CCCl)CCCl)N1c1ccccc1 | 2 | -2 | -19 | 4 | 1 | -6 | 95 | -0.1 | 15 | -1.2
COc1cc(OC)c(OC)cc1CNCCc1ccc(F)cc1 | 3 | -4 | -4 | 7 | 3 | 3 | 113 | 0.0 | 10 | -1.5
COC(=O)C1=C(c2ccc(F)cc2OCc2ccccc2)C[C@@H]2CC[C@H]1N2C | 3 | -6 | -4 | -2 | 4 | -1 | 102 | 0.3 | 3 | -1.4
CCCCn1c(O)c(C(C)=NCCN2CCCCC2)c(=O)[nH]c1=O | 4 | -3 | -6 | 0 | 11 | 0 | 96 | -0.1 | 0 | -0.7
CN(C)C(=O)Oc1ccc2c(=O)c(Oc3ccccc3Br)coc2c1 | -9 | 4 | -5 | 7 | -1 | -2 | 95 | 0.1 | -1 | -1.9
O=C1NC(=S)NC(=O)C1C1CCCCC1 | 10 | 2 | -6 | 4 | -2 | 2 | 95 | -0.2 | 8 | -1.1
O=c1[nH]c(=S)n(-c2ccccc2F)c(O)c1C=NCc1ccco1 | -2 | 2 | -7 | 7 | 6 | 3 | 98 | -0.1 | 4 | 0.5
Cc1ccccc1-c1nc2ccccc2c(=O)n1C | 4 | -2 | -5 | 11 | 8 | 1 | 102 | -0.1 | 0 | 0.8
S=C=Nc1ccccn1 | 0 | 2 | -10 | 7 | -9 | 1 | 98 | 0.1 | -1 | 0.1
CC(C)(C)c1ccc(CN2C(=O)CN=C(c3ccccc3)c3ccccc32)cc1 | -19 | -1 | -6 | 3 | -14 | -10 | 99 | 0.5 | 3 | -1.2
Cn1cccc1/C=C1\C(=O)NC(=O)N(Cc2ccccc2)C1=O | 0 | 3 | -8 | -7 | 3 | 19 | 98 | 0.2 | 0 | -1.2
Cc1ccc(N2C(=O)NC(=O)/C(=C/c3ccoc3)C2=O)cc1 | 13 | -1 | -1 | 33* | 5 | 1 | 101 | -0.1 | 2 | -2.4
CN(C)[C@@H]1C(=O)C(C(N)=O)=C(O)[C@@]2(O)C(=O)C3=C(O)c4c(O)cccc4[C@@](C)(O)[C@H]3[C@H](O)[C@@H]12 | -1&-7 | -4&0 | -5 | 3&12 | 1&-6 | 0&0 | 107&98 | 0.1&-0.1 | 2&-1 | 0.8&0.9
CC(=O)c1cc(C(C)=O)c(C)[n+](C)c1C | -1 | 5 | -9 | -2 | 91* | 2 | 85 | 0.0 | 5 | -2.4
CC(=O)OC1(c2ccccc2)CC(C(C)(C)C)CN(C(C)(C)C)C1 (centres undefined) | 6 | -1 | -6 | 8 | 5 | 1 | 100 | 0.1 | -10 | -1.6
COc1cccc(-c2cc(C(F)(F)F)n3nc(C(=O)N4CCC5(CC4)OCCO5)cc3n2)c1 | 0 | -3 | nt | -14 | -3 | -2 | 99 | -0.1 | 3 | 0.1
S=C(NCCc1ccccc1)N1Cc2ccccc2-n2nncc2C1 | -14 | -6 | -2 | 13 | nt | -3 | 98 | 0.4 | 3 | 0.0
C=CCn1c(O)c(C(C)=NCc2cc(OC)cc(OC)c2)c(=O)[nH]c1=O | 36 | 6 | -3 | -11 | 16 | 3 | 92 | -0.3 | 6 | -0.6
Cc1cc(/C=C2\C(=O)NC(=O)N(Cc3ccco3)C2=O)c(C)n1-c1ccc(O)cc1 | -2 | 1 | -1 | 30* | 0 | -1 | 102 | -0.3 | 10 | 1.1
CN1CC[C@@]2(C)c3cc(O)ccc3N(C)C2O1 (some centres undefined) | -3 | 1 | nt | -6 | 12 | 8 | 100 | 1.3 | 2 | -0.2
CCOC(=O)C1(CCOc2ccccc2)CCN(Cc2ccc(C)s2)CC1 | -22 | -4 | 1 | 7 | -10 | -6 | 100 | 1.3 | 4 | 1.6
Fc1ccc(CNCCc2ccc3c(c2)OCO3)cc1 | 4 | 4 | -20 | 4 | 10 | 1 | 98 | -0.1 | 3 | 0.6
Nc1ccccc1C(=O)c1ccccc1 | 2 | 1 | -47 | -1 | 1 | 0 | 96 | 0.0 | 4 | 0.6
Cc1nn(Cc2ccccc2)c(Cl)c1C(=O)Nc1ccc(OC(F)(F)F)cc1 | -8 | 0 | -1 | 12 | 0 | -6 | 95 | 2.0 | 4 | 5.9
N/C(=N\[N+](=O)[O-])N/N=C/c1ccc(O)cc1 | 4 | 0 | -8 | 1 | 15 | 3 | 102 | -0.2 | 4 | -1.3
C[C@]12C[C@H](O)[C@@H](O)CC1=CCC1C2CC[C@@]2(C)C1CC[C@@H]2O (some centres undefined) | 4 | 5 | -6 | 4 | 9 | 0 | 96 | -0.3 | 9 | -4.2
CCN1CCN(C(=O)COc2ccc3oc4c(c3c2)CCCC4)CC1 | -2 | 0 | -5 | -1 | -1 | -1 | 93 | -0.2 | 5 | -1.9
C[n+]1c(-c2ccccc2)sc2ccccc21 | -8 | 3 | -1 | -1 | 2 | 3 | 97 | -0.1 | -2 | 1.3
CSCCC(c1nnnn1-c1ccc2c(c1)OCCO2)N1CCC(n2c(=O)[nH]c3ccccc32)CC1 (centres undefined) | 37 | 6 | -5 | nt | 21 | 2 | 94 | -0.4 | nt | nt
COC(=O)CC1=C(C(=O)OC)C2(C(=O)N(C)c3ccccc32)C(C#N)=C(N)O1 (centres undefined) | 2 | 0 | -5 | -1 | -4 | 2 | 97 | 0.4 | 1 | -2.0

Screening results (PubChem BioAssay)
